Bioassay records as filed in PubChem BioAssay.
MEKK3 PB1 HTS: raises or lowers MEK5 binding to the human MEKK3 PB1 domain; Q99759; bead-based flow cytometry, Alexa488-MEK5 binding to MEKK3; actives lie on both sides; 0 = blocked by unlabeled MEK5, 100 = vehicle; binding response (% of control), % at 10 µM; 290,000 tested, 1.4% active; AID 1529;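 active = binding response more than 3 SD above or below the average of its plate-row segment, actives on both sides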;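 note: Alexa488 bead fluorescence after subtracting the streptavidin-only scavenger bead signal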
PHOSPHO1 block: PHOSPHO1 (human) inhibition; recombinant PHOSPHO1, absorbance phosphatase assay; inhibition, % at 13.3 µM; 290,000 tested, 1.1% active; in the data active = inhibition above about 60%
Target sequence (Q8TCT1 whole entry, looked up): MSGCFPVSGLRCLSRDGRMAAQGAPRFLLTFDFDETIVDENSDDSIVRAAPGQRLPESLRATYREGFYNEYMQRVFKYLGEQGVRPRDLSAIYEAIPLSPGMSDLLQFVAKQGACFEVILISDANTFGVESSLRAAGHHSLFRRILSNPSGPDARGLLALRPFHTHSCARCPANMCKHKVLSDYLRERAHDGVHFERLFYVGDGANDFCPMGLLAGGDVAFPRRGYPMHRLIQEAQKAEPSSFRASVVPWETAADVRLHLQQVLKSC
OXTR ag: agonists of human oxytocin receptor; P30559; CHO-OTR cells, Fluo-8 calcium fluorescence; normalized: DMSO 0%, oxytocin 100%; activation, % at 3 µM; 320,000 tested, 0.32% active;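 active = activation above the mean of all tested compounds plus 3 SD, cutoff set per screening run, cut at about 20% in these data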;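 note: peak over basal fluorescence ratio from a 100 s FLIPR kinetic read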
Target sequence (P30559 whole entry, looked up): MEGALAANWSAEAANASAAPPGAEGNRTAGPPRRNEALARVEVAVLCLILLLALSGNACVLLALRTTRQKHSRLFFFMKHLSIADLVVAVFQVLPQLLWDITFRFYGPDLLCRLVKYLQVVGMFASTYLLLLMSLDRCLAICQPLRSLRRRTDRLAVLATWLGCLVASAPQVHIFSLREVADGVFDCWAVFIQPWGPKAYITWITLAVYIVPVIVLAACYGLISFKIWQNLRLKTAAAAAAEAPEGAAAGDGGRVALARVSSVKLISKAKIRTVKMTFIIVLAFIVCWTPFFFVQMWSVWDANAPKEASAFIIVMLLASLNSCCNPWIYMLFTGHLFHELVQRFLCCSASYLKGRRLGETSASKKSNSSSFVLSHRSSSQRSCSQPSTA
M18AAP inhibitor: PfM18AAP enzyme inhibition. recombinant PfM18AAP, H-Glu-NHMec fluorogenic cleavage. inhibition, % at 7.35 µM. 290,000 tested, 1.2% active. AID 1822;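 active = inhibition above the campaign mean inhibition over all tested compounds plus 3 SD, cut at about 28% in these data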;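 note: 0% = plate median of test compound wells and 100% = 2 mM ZnCl2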
NALP1 inh: inhibitors of NALP1 inflammasome in yeast; inhibition, % at 10 µM; AID 2071; 280,000 tested, 0.61% active; S. cerevisiae NALP1/ASC/caspase-1 growth, X-gal OD620, 72 h; in the data active = inhibition mostly above about 24%, no sharp cut-off; inactive = mostly below about 32%; note: some compounds called inactive have numbers as strong as hits
MEKK2mut PB1 HTS: signal of MEK5 binding to mutant human MEKK2 PB1 domain; bead flow cytometry, Alexa488-MEK5 binding to MEKK2 mutant; percent response, % at 10 µM; 290,000 tested, 0.35% active; in the data active = percent response above about 24%, passing the limit was not always enough; note: inactives centre near 1; some results filed as inactive read as strong as hits; reference of the scale not given here
GPR7 antag: human neuropeptides B/W receptor 1 antagonism. AID 1861. P48145. GPR7-expressing cells, fluorescence antagonist assay. 290,000 tested, 1.1% active. inhibition, % at 4.4 µM; in the data active = inhibition above about 16%, passing the limit was not always enough;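 note: cells stimulated with the agonist NPW; 0% = agonist with vehicle and 100% = vehicle without agonist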
Target sequence (P48145 whole entry, looked up): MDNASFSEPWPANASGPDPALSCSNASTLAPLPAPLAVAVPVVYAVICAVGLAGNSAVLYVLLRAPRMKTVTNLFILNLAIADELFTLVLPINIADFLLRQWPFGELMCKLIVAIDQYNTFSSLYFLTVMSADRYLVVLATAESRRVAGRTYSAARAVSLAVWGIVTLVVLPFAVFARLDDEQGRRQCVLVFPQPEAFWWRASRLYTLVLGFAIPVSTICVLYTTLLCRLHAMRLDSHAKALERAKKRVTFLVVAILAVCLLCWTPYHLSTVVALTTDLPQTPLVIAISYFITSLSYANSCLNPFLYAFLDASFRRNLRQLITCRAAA
FID counter: fluorescent intercalator displacement, NS3 helicase counter-screen. 290,000 tested, 0.17% active. inhibition, % at 7.9 µM. DNA fluorescent intercalator displacement, fluorescence; in the data active = inhibition above about 37%;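 note: 0% = vehicle and 100% = reference compound; higher means more ethidium bromide displaced from hairpin DNA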
MEKK2wt PB1 HTS: raises or lowers MEK5 binding to wildtype human MEKK2 PB1 domain | bead flow cytometry, Alexa488-MEK5 binding to MEKK2 WT; actives lie on both sides | Q9Y2U5 | 290,000 tested, 1.1% active | binding response (% of control), % at 10 µM; in the data active = binding response below about 67% or above about 130%
The depositor's hits bear a star; . = no result given; [ ] = dose if it differs, or a comment.

SMILES	MEKK3 PB1 HTS	PHOSPHO1 block	OXTR ag	M18AAP inhibitor	NALP1 inh	MEKK2mut PB1 HTS	GPR7 antag	FID counter	MEKK2wt PB1 HTS
CCn1c(SCC(=O)N2CCCc3ccccc32)nnc1-c1cccs1	102	6	-0.3	6	.	2	-8	-24	103
Cc1c(C(=O)NCCS(=O)(=O)N2CCN(c3ccccc3F)CC2)cccc1[N+](=O)[O-]	102	18	7.0	-2	23	-3	6	-26	101
CCOCCCNCc1ccc(OCCC(C)C)c(OC)c1	107	33	1.3	4	19	6	-13	16	103
COc1ccc2nc(NC(=O)c3ccc(Br)s3)sc2c1	95	9	-1.2	5	1	1	-9	1	100
Cc1ccccc1NC(=S)Nc1ccc(Br)cc1	96	-6	7.0	0	24	6	-6	0	105
Cc1nnc(SCC(=O)N2CC(=O)Nc3ccccc32)n1C	100	-4	1.6	0	-1	6	3	-6	100
CCCCN1C(=O)C2Cc3c([nH]c4ccccc34)CN2C1=S (configuration not stated)	106	-11	2.1	4	1	-5	-2	-12	107
CN1C(=O)C(CC(=O)O)S/C1=N\N=C\c1ccc(O)cc1O (configuration not stated)	106	27	0.1	14	2	1	-15	-9	105

Continuation:
SMILES	MEKK3 PB1 HTS	PHOSPHO1 block	OXTR ag	M18AAP inhibitor	NALP1 inh	MEKK2mut PB1 HTS	GPR7 antag	FID counter	MEKK2wt PB1 HTS
CCCCC1=CC2=CC(=O)C(C)(OC(=O)CC)C(=O)C2=CN1c1ccc(OC)cc1 (configuration not stated)	92	35	-1.4	.	8	2	.	.	90
Cc1ccc(CSCc2ccc(C(=O)NCCC(C)C)o2)cc1	106	33	-2.4	0	16	4	6	-31	104
C=CCn1cc(C(=O)N2CCN(C)CC2)c(=O)c2cc(S(=O)(=O)N3CCCC3)ccc21	.	-11	0.5	-7	3	.	15	6	.
COC(=O)c1cc(OC)c(OC)cc1NC(=O)c1cccc(C)c1	106	37	-2.5	2	13	1	-3	-1	108
S=c1[nH]nc(-c2ccccn2)n1/N=C/c1ccc(Br)s1	98	-15	-1.7	2	5	15	-6	-1	105
O=C(NC1CC1)C1CC(=O)N(c2cccc(Cl)c2Cl)C1 (configuration not stated)	107	10	-0.7	3	4	7	-11	-6	107
O=[N+]([O-])c1ccccc1S(=O)(=O)Nc1ccn(Cc2c(F)cccc2Cl)n1	103	26	-1.0	-8	14	4	-12	-18	102
CN(c1cccc(NC(=O)c2ccccc2N(C)S(=O)(=O)c2ccccc2)c1)S(C)(=O)=O	108	-5	-0.1	-12	28	-1	5	-21	111

Random excerpt: seven entries already listed
SMILES	MEKK3 PB1 HTS	PHOSPHO1 block	OXTR ag	M18AAP inhibitor	NALP1 inh	MEKK2mut PB1 HTS	GPR7 antag	FID counter	MEKK2wt PB1 HTS
CCCCC1=CC2=CC(=O)C(C)(OC(=O)CC)C(=O)C2=CN1c1ccc(OC)cc1 (configuration not stated)	92	35	-1.4	.	8	2	.	.	90
C=CCn1cc(C(=O)N2CCN(C)CC2)c(=O)c2cc(S(=O)(=O)N3CCCC3)ccc21	.	-11	0.5	-7	3	.	15	6	.
CN(c1cccc(NC(=O)c2ccccc2N(C)S(=O)(=O)c2ccccc2)c1)S(C)(=O)=O	108	-5	-0.1	-12	28	-1	5	-21	111
O=[N+]([O-])c1ccccc1S(=O)(=O)Nc1ccn(Cc2c(F)cccc2Cl)n1	103	26	-1.0	-8	14	4	-12	-18	102
S=c1[nH]nc(-c2ccccn2)n1/N=C/c1ccc(Br)s1	98	-15	-1.7	2	5	15	-6	-1	105
Cc1ccc(CSCc2ccc(C(=O)NCCC(C)C)o2)cc1	106	33	-2.4	0	16	4	6	-31	104
O=C(NC1CC1)C1CC(=O)N(c2cccc(Cl)c2Cl)C1 (configuration not stated)	107	10	-0.7	3	4	7	-11	-6	107

(next part)
SMILES	MEKK3 PB1 HTS	PHOSPHO1 block	OXTR ag	M18AAP inhibitor	NALP1 inh	MEKK2mut PB1 HTS	GPR7 antag	FID counter	MEKK2wt PB1 HTS
COc1ccc(C2C(C(=O)c3sc(C)nc3C)=C(O)C(=O)N2CCN(C)C)cc1OC (configuration not stated)	101	10	0.9	2	18	2	-6	4	97
Cc1onc(-c2ccccc2)c1NC(=O)N(CCC#N)Cc1ccccc1	98	25	1.4	-11	5	7	-6	-7	97
C=CC#CC[N+]1(CC#Cc2ccccc2)CCOCC1	51*[inhibitor]	-5	.	4	-6	11	1	4	99
Cc1ccc(-n2c(-c3ccc(Cl)cc3)c[n+]3c2CCC3)cc1	95	29	1.6	3	-11	-1	8	4	91
Fc1cccc(Cl)c1Cn1nnc(-c2ccc3c(c2)OCO3)n1	99	-18	-0.5	-10	24	0	3	-4	106
Cc1ccc(-c2cc(=O)c3cc(Cl)ccc3[nH]2)cc1	106	22	-0.8	1	7	10	-14	-3	104
Cc1c(C=O)c2ccccc2n1CC(=O)O	100	34	1.2	6	-5	-8	3	5	95
CCOC(=O)CSc1nc(C)cc2c1C(=O)OC2	64	-5	-0.6	-13	5	-14	-8	-4	65

Following part.
SMILES	MEKK3 PB1 HTS	PHOSPHO1 block	OXTR ag	M18AAP inhibitor	NALP1 inh	MEKK2mut PB1 HTS	GPR7 antag	FID counter	MEKK2wt PB1 HTS
Cc1ccc2c(NC(=S)NC(=O)c3ccccc3)cccc2n1	102	3	1.5	5	-1	1	-1	-16	105
CC(C)C(OC(=O)c1cccs1)C(=O)NCc1ccc2c(c1)OCO2 (configuration not stated)	98	28	-0.5	6	-55	-7	-5	-15	93
O=C(CSc1nnc2scc(-c3ccccc3)n12)NCc1ccc2c(c1)OCO2	99	0	-2.5	5	-2	-7	-9	-18	91
Cc1ccc(NC(=O)C2CC(O)CN2C(=O)Oc2ccccc2)c(C)c1 (configuration not stated)	101	36	0.9	-3	-2	-1	-8	-7	98
CC(C(=O)NCCN1C(=O)S/C(=C\c2cccs2)C1=O)N1C(=O)c2ccccc2C1=O (configuration not stated)	146*	-5	-0.8	6	22	0	-6	3	107
O=C1CC(c2ccccc2)c2cccc(F)c21 (configuration not stated)	106	30	-1.6	-5	-13	4	-3	-6	107
Cc1cc(N/C=C\c2nnnn2-c2ccccc2)no1	95	-4	-1.0	2	0	-3	-2	2	97
COc1cc(OC)cc(C(=O)N[C@H](C(=O)Nc2nc(-c3ccc(OC)c(OC)c3)cs2)C(C)C)c1	102	-10	-1.2	-4	.	-3	-15	-19	98

Continued:
SMILES	MEKK3 PB1 HTS	PHOSPHO1 block	OXTR ag	M18AAP inhibitor	NALP1 inh	MEKK2mut PB1 HTS	GPR7 antag	FID counter	MEKK2wt PB1 HTS
Cc1cccc2c(SCC(=O)NCC3CCCO3)nc(-c3ccc(F)cc3)nc12 (configuration not stated)	100	32	-0.7	10	-7	4	-1	1	101
COc1ccccc1/C=C/C(=O)Nc1nc(N)n(-c2ccccc2)n1	101	24	-1.0	7	-15	0	-10	-16	103
COc1ccc(/C=N/NC(=O)C(=O)/C=C2\NC3(CCCC3)Cc3ccccc32)cc1	105	-4	-1.7	8	21	2	-1	-10	104
CCOC(=O)c1ccc(CC2SC(N)=NC2=O)cc1 (configuration not stated)	108	33	-0.6	-3	21	12	-11	-7	105
CCc1cc(=O)oc2cc(C)cc(OCc3nn[nH]n3)c12	104	2	-0.4	7	-20	11	2	-1	109
CN1CCN(C(c2ccc(Cl)cc2)c2cc(Cl)c3cccnc3c2O)CC1 (configuration not stated)	106	-101	0.9	3	14	28*	0	-11	137*
O=C(CSc1ncnc2ccccc12)NCCCO	96	24	1.3	-2	6	10	3	5	89
CC(=O)N1c2ccc(S(=O)(=O)N3CCCC(C(=O)NC4CCCC(C)C4C)C3)cc2CC1C (configuration not stated)	101	48	1.8	5	-4	3	-16	-61	100

Single values from above.
Result for `CN1CCN(C(c2ccc(Cl)cc2)c2cc(Cl)c3cccnc3c2O)CC1` (configuration not stated) under M18AAP inhibitor: 3
Result for `COc1ccccc1/C=C/C(=O)Nc1nc(N)n(-c2ccccc2)n1` under MEKK3 PB1 HTS: 101
Result for `CCc1cc(=O)oc2cc(C)cc(OCc3nn[nH]n3)c12` under OXTR ag: -0.4
Result for `CCOC(=O)c1ccc(CC2SC(N)=NC2=O)cc1` (configuration not stated) under FID counter: -7

Next part:
SMILES	MEKK3 PB1 HTS	PHOSPHO1 block	OXTR ag	M18AAP inhibitor	NALP1 inh	MEKK2mut PB1 HTS	GPR7 antag	FID counter	MEKK2wt PB1 HTS
O=C(c1cccc(Br)c1)N1CCN(S(=O)(=O)N2CCCCC2)CC1	99	42	1.6	-1	1	3	-3	-33	102
CCNC(=S)Nc1cc2oc3ccccc3c2cc1OC	104	20	0.1	12	2	5	-10	-5	106
CCCSc1nc2sc3c(c2c(=O)[nH]1)CC(C)CC3 (configuration not stated)	101	10	-0.3	-1	-8	-1	-8	-1	100
COc1ccccc1NC(=O)c1sc2ncn(CC(=O)Nc3ccccc3)c(=O)c2c1C	100	2	-0.5	4	9	-7	2	-8	97
Cc1ccc(NC(=O)COc2ncnc3ccccc23)cc1S(=O)(=O)N1CCOCC1	110	2	-1.3	-4	33	6	-8	-22	112
Cc1ccccc1CN(C)C(C)C(=O)NCc1ccccc1 (configuration not stated)	101	15	.	-5	2	0	-3	-6	97
COC(=O)[C@H](CC(C)C)NC(=O)CCc1nnc(COc2ccccc2)o1	105	15	0.0	-12	5	-3	-8	-19	98
COc1ccc(OCc2nc(N)nc(Nc3ccccc3)n2)cc1	97	25	-2.8	4	31	-5	-6	-14	96

Next part.
SMILES	MEKK3 PB1 HTS	PHOSPHO1 block	OXTR ag	M18AAP inhibitor	NALP1 inh	MEKK2mut PB1 HTS	GPR7 antag	FID counter	MEKK2wt PB1 HTS
O=C(N/N=C/c1ccc(N2CCOCC2)cc1)c1ccccc1NS(=O)(=O)c1cccs1	100	7	1.3	-3	-6	-2	-7	-32	96
CCCn1c(SCC(=O)NC2CCCCC2)nnc1-c1cccnc1	101	37	1.4	-2	12	3	3	-20	103
CC(C)(C)C(=O)O/N=C(\N)c1ccc(Br)cc1	95	18	-0.6	4	3	-1	-15	-1	97
O=C(c1ccc(F)cc1)C1CCN(C(=O)Nc2ccccc2Cl)CC1	81	-1	-1.4	10	10	-23	10	-17	81
CCOC(=O)c1c(C)[nH]c(C(=O)COC(=O)c2ccncc2)c1C	93	16	3.0	-4	2	-5	-1	-8	93
Cc1cccc(NC(=O)NC2CCCc3ccccc32)c1 (configuration not stated)	106	21	-0.3	0	20	10	-2	-15	107
Cc1oc(-c2ccccc2F)nc1CN1CCC(C(=O)NC2CC2)CC1	106	16	0.9	2	-1	1	-14	3	105
O=C(CSc1nnc(NC(=O)c2ccco2)s1)Nc1cccc(F)c1	99	43	3.6	2	3	5	-16	1	103

One compound at a time (already shown). Order of screens: MEKK3 PB1 HTS	PHOSPHO1 block	OXTR ag	M18AAP inhibitor	NALP1 inh	MEKK2mut PB1 HTS	GPR7 antag	FID counter	MEKK2wt PB1 HTS
Results for CC(C)(C)C(=O)O/N=C(\N)c1ccc(Br)cc1 = 95	18	-0.6	4	3	-1	-15	-1	97
Results for O=C(N/N=C/c1ccc(N2CCOCC2)cc1)c1ccccc1NS(=O)(=O)c1cccs1 = 100	7	1.3	-3	-6	-2	-7	-32	96

The list continues:
SMILES	MEKK3 PB1 HTS	PHOSPHO1 block	OXTR ag	M18AAP inhibitor	NALP1 inh	MEKK2mut PB1 HTS	GPR7 antag	FID counter	MEKK2wt PB1 HTS
O=C(/C=C/Nc1ccccc1)c1cnc(-c2ccccc2)s1	110	-16	0.3	2	2	26*	-2	-2	108
Cn1c(N)c(C(=O)COC(=O)c2ccc3c(c2)C(=O)N(c2ccc(Cl)cc2)C3=O)c(=O)n(C)c1=O	96	56	1.1	-10	-20	-10	-1	-4	92
CCOC(=O)c1cc(CC)sc1NC(=O)CN1CCN(C(=O)c2ccco2)CC1	103	41	0.3	7	9	7	-40	-43	104
O=C(Nc1ccccc1)c1ccccc1O	73	9	6.2	11	-1	-18	-8	3	79
COc1ccc2nc(NC(=O)c3cc(S(=O)(=O)N4CCOCC4)ccc3C)sc2c1	103	23	1.2	-5	-13	1	-6	-13	102
